# Screens deposited in PubChem by NMMLSC.
# Yeast superoxide = yeast age-related superoxide inhibition as caloric restriction mimetic | S. cerevisiae aged cells, superoxide DHE fluorescence; hits give low values | superoxide response (% of plate mean), % at 10 µM | actives 0.18% (n = 330,000) | AID 2690;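 active = superoxide response under a set limit, about three screen SD below normal, cut at about 65% in these data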;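 note: yeast aged for seven days with compound at 30 °C before DHE staining; 100% = average MFI of all compound-treated wells on the plate with controls excluded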
# LAP4-GFP MLPCN = modulators of TOR pathway LAP4-GFP in S. cerevisiae. GFP response vs DMSO, % at 10 µM. actives 0.34% (n = 320,000). S. cerevisiae LAP4-GFP multiplex, flow cytometry GFP, 3 h; median GFP as percent of DMSO wells;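 active = GFP response vs DMSO above a set limit, about the screen mean plus 3 SD, cut at about 150% in these data; inconclusive = under 70 cell events counted for the yeast strain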
# VLA-4 inh = inhibition in a human VLA-4 binding assay; P13612; VLA-4 expressing cells, ligand binding flow cytometry; inhibition, % (about 7 µM as worked out from the volumes in the protocol); actives 0.2% (n = 330,000); AID 2557; in the data active = inhibition above about 50%
# Target sequence (P13612 whole entry, looked up): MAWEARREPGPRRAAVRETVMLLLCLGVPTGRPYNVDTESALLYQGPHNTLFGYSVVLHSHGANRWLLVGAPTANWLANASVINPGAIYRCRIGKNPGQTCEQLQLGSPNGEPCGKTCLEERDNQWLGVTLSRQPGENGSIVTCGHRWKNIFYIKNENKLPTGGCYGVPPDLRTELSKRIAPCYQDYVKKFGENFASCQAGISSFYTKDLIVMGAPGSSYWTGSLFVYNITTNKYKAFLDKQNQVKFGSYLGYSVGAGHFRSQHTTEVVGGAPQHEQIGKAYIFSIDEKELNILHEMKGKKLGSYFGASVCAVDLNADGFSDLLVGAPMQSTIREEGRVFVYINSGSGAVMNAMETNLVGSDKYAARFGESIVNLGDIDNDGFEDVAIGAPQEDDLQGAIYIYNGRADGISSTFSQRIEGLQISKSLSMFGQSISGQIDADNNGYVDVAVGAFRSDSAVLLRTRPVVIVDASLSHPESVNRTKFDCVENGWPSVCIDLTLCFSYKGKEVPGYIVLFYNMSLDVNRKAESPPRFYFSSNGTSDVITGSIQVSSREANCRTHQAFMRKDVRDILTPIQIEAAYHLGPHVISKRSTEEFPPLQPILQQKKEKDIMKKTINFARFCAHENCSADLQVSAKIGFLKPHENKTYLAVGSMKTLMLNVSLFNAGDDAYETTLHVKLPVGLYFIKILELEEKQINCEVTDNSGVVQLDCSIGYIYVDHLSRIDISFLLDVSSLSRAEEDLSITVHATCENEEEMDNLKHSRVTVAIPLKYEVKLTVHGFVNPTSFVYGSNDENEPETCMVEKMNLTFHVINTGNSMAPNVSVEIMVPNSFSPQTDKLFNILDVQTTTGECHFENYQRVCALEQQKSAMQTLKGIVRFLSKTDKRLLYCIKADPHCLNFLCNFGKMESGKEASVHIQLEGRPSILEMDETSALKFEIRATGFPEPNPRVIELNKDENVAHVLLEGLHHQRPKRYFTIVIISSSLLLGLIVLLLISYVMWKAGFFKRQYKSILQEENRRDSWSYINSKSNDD
# AGP1 TOR yeast = modulators of TOR pathway AGP1-GFP in S. cerevisiae; S. cerevisiae AGP1-GFP multiplex flow cytometry, 3 h; GFP as percent of DMSO wells; GFP response vs DMSO, % at 10 µM; actives 0.02% (n = 320,000);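 active = GFP response relative to DMSO above a set limit, near screen average plus 3 SD, cut at about 150% in these data; inconclusive = fewer than 70 cells counted for the yeast strain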;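 note: median GFP channel fluorescence of the gated AGP1 strain per well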
# GRK2 aptamer HTS = human GRK2 inhibition via aptamer displacement. P25098. bead flow cytometry, FAM-aptamer displacement from GRK2. inhibition of aptamer binding, % at 10 µM. actives 0.59% (n = 330,000). AID 488847;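 active = inhibition of aptamer binding above 40%, roughly 3 SD of noise, on plates passing a quality check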;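 note: median bead fluorescence of bound FAM aptamer so fluorescent compounds give negative values; no value below 0 was filed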
# CIT2 TOR yeast = modulators of TOR pathway CIT2-GFP in S. cerevisiae | S. cerevisiae CIT2-GFP strain, flow cytometry, 3 h; 100 means same as DMSO wells | GFP response vs DMSO, % at 10 µM | actives 0.065% (n = 320,000);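 active = GFP response relative to DMSO above a set limit, near the screen mean plus 3 SD, cut at about 150% in these data; inconclusive = Fewer than 70 cells measured for a yeast strain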;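 note: ratio of well median GFP fluorescence to mean of DMSO wells on the plate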
# RPL19A-GFP yeast = yeast TOR pathway RPL19A-GFP modulation | percent response vs DMSO, % at 10 µM | S. cerevisiae RPL19A-GFP strain, flow cytometry, 3 h; hits give low values | actives 0.3% (n = 330,000) | AID 2025;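 active = percent response vs DMSO below 50%; inconclusive = fewer than 70 events counted for the yeast strain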;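 note: median channel GFP fluorescence of the barcoded RPL19A-GFP strain; ratio of sample median GFP to plate DMSO average so 100% = DMSO; lower means less RPL19A-GFP as with rapamycin TOR inhibition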
# MEP2 TOR yeast = yeast TOR pathway MEP2-GFP modulation | S. cerevisiae MEP2-GFP strain, flow cytometry GFP, 3 h; 100% = DMSO control level | actives 0.51% (n = 330,000) | GFP response vs DMSO, % at 10 µM;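 active = GFP response versus DMSO above a set limit, roughly screen mean plus 3 SD, cut at about 180% in these data; inconclusive = fewer than 70 cells counted for a yeast strain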;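 note: median GFP fluorescence of the barcode-gated MEP2-GFP cells per well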
# * = called active by the depositor; u = inconclusive; x = no result given; [ ] = dose if it differs, or a comment. Outcome played no part in choosing rows; overall some 1.7% were active at least once.
SMILES,Yeast superoxide,LAP4-GFP MLPCN,VLA-4 inh,AGP1 TOR yeast,GRK2 aptamer HTS,CIT2 TOR yeast,RPL19A-GFP yeast,MEP2 TOR yeast
Cc1cc(Nc2nc3ccccc3nc2Cl)n(-c2ccc([N+](=O)[O-])cc2)n1,109,108,7,115,0,106,103,107
CC1(C)Cc2c(C#N)c(SCCC#N)nc(N3CCOCC3)c2CO1,96,92,15,95,0,93,101,103
Cc1cnccc1CN(C)C(=O)C1CCC(=O)N(Cc2ccccc2F)C1 (stereo not drawn),80,76[may fluoresce violet],16,u,0,u,32*[may fluoresce violet],121[may fluoresce violet]
N#CCCN(Cc1cccnc1)C(=S)NC(=O)c1ccccc1,80,98,1,103,1,102,100,106
COc1cccc(CNS(=O)(=O)/C=C/c2ccc3c(c2)OCO3)c1,99,64[may fluoresce violet],8,u,4,u,62[may fluoresce violet],176*[may fluoresce violet]
O=C(C1CC1)N1CCc2cc(Br)cc(S(=O)(=O)NCc3ccccn3)c21,110,90[may fluoresce violet],2,u,0,u,42*[may fluoresce violet],202*[may fluoresce violet]
Cc1ccc(NC(=O)C2CCN(C(=O)N3CCOc4ccccc43)CC2)cc1,102,125,-3,108,2,114,103,97
CCOC(=O)C1CCN(C(=O)c2cccnc2Oc2ccc(Cl)cc2)CC1,114,97,-3,96,3,94,96,87
CCN(CC(=O)Nc1ccc(OC)cc1)C(=O)CN1C(=O)NC(C)(c2ccc3ccccc3c2)C1=O (stereo not drawn),101,94,-8,103,0,110,100,101
CSc1sc(C(=O)O)c2c1C(=O)CCC2,108,104,0,106,5,103,101,107
COc1ccccc1OC(C)C(=O)Nc1ccc(S(=O)(=O)N2CCN(C)CC2)cc1 (stereo not drawn),97,92,10,103,0,103,103,103
COc1cc(NC(=O)Cn2c(=O)n(CC3CCCO3)c(=O)c3cc(OC)c(OC)cc32)cc(OC)c1 (stereo not drawn),99,92,-6,100,0,102,98,99
O=C(/C=C/Nc1ccc(F)c(F)c1)c1ccc(Br)cc1,100,104,18,98,0,94,103,102
CCN(CC)C(=O)c1cc(-c2ccc(Br)cc2)on1,86,114,-4,90,0,86,95,98
CCCCCCCCn1c(=O)c(C(=O)OCC)c(O)c2ccccc21,106,87,0,87,0,86,93,94
COCCC(=O)N1CCC(Oc2ccc(C(=O)NCCCC3CCCC3)cc2)CC1,100,99,1,100,0,100,98,98
Cc1c(C(=O)OCC(=O)NCCN2C(=O)CSC2=O)oc2c1ccc1ccccc12,99,91,7,94,6,101,101,109
CC(OC(=O)[C@H](C)NC(=O)c1ccccc1Cl)C(=O)NCc1ccc2c(c1)OCO2 (stereo partly drawn),113,93,-2,95,0,87,88,94
O=C(Nc1ccc(N2CCOCC2)cc1)c1ccc(S(=O)(=O)N2CCCCC2)cc1,128,99,5,92,0,91,98,101
O=C(CSc1nnc(COc2ccc(Cl)cc2)o1)NC1CC2CCC1C2 (stereo not drawn),92,76[may fluoresce violet],-18,19[may fluoresce violet],0,u,64[may fluoresce violet],253*[may fluoresce violet]
C/C(=N/NC(=O)c1ccoc1C)c1cccc(NC(=O)C(F)(F)F)c1,105,112,19,98,0,97,101,101
Nc1nc(CSc2ccccc2)nc(N2CCCCC2)n1,91,84,2,91,0,102,101,99
CC1=C(C)NC(=S)SC1,92,89,8,91,2,83,90,90
O=C(CCC(=O)N1CCN(C2CCCCC2)CC1)Nc1nnc(C(F)(F)F)s1,104,102,-4,99,1,94,95,102
O=C(O)c1cnc(-c2ccccc2)nc1-c1ccccc1,143,88,1,101,0,100,101,104
COc1ccc(C(=O)NC(C)CCc2ccccc2)cc1[N+](=O)[O-] (stereo not drawn),96,88,3,99,1,102,101,102
CCOc1ccc(CN(C)C(=O)CCl)cc1,115,96,6,94,2,95,97,93
O=C(O)c1cccc(NC(=S)N/N=C/c2ccccc2OCc2ccc(Br)cc2)c1,121,97,1,106,0,103,100,97
O=C(C[n+]1ccccc1)N/N=C/c1ccc(F)cc1,107,93,-9,92,0,100,91,101
NS(=O)(=O)c1ccc(CCNC(=O)C2CCN(S(=O)(=O)c3ccccc3)CC2)cc1,96,102,2,107,2,109,104,99
COC(=O)C1=NNC2C(=O)N(c3ccc(C)cc3)C(=O)C12 (stereo not drawn),101,101,-1,98,1,97,94,99
CSc1nnnn1-c1ccc(C)c(Cl)c1,101,95,0,96,0,104,105,92
C=CCc1cc(C)ccc1OCCCC(C(=O)OCC)C(=O)OCC,102,88,6,94,1,98,99,100
COc1ccc(C(=O)NC(NC(=S)Nc2ccc(S(N)(=O)=O)cc2)C(Cl)(Cl)Cl)cc1 (stereo not drawn),112,104,7,101,5,108,99,102
NNC(=O)c1[nH]c2ccc(Br)cc2c1-c1ccccc1,87,x,-5,x,4,x,96,100
CSc1ccc(/C=C(\C#N)C(=O)Nc2cccc(C)c2)cc1,92,94,22,99,0,94,100,103
C=C(C)COc1ccc(-c2nc(N)nc(C)c2Oc2ccccc2OC)c(O)c1,102,90,-6,100,0,97,92,96
CCCCCCCCN1[C@@H](CC(=O)OC)c2cc(F)ccc2S1(=O)=O,91,125,22,101,2,99,112,101
CCCn1c(SCC(=O)N2CCc3ccccc32)n[nH]c1=O,101,88,-1,98,3,112,100,103
CCOC(=O)c1ccc(NC(=O)COC)cc1,97,95,7,108,1,x,101,103
O=C(NCCN1CCOCC1)c1cc(Sc2ccccc2Cl)nc2ccccc12,98,93,16,101,3,100,99,97
C[C@@H](CSc1ccccc1)CN1CC[C@H](C(C)(C)C)CCC1=O,108,91,10,103,0,101,101,100
CCn1ncc(Br)c1C(=O)Nc1ccccc1C(=O)OC,91,126,-1,103,0,97,99,101
CC(=O)c1cccc(NC(=O)/C(=C\c2ccco2)NC(=O)c2cccs2)c1,103,103,-6,105,2,106,104,98
CN(C)/C=C/C(=O)c1ccc(S(=O)(=O)c2ccccc2)cc1,117,99,11,105,0,89,107,101
Cc1nnc(SCC(=O)N2CCN(c3ccccc3)CC2)n1-c1ccccc1,99,106,11,99,2,95,104,100
COCCNc1nc(N)c([N+](=O)[O-])c(N2CCCCCC2)n1,96,105,20,96,4,91,99,110
O=C(CSc1nnc(-c2ccccc2NC(=O)c2ccccc2)o1)OC1CCCCC1,99,96,0,106,0,97,99,96
COc1ccc(CCNC(=O)C(=O)NCC2OCCN2S(=O)(=O)c2ccc3c(c2)OCCO3)cc1 (stereo not drawn),101,93,5,100,0,102,104,99
COc1ccc2c(c1)cc1c(=O)n(CC(=O)NCCCOC(C)C)nc(C)n12,101,89,7,96,2,96,99,105

# Among those listed so far, these contain a cyano group:
SMILES,Yeast superoxide,LAP4-GFP MLPCN,VLA-4 inh,AGP1 TOR yeast,GRK2 aptamer HTS,CIT2 TOR yeast,RPL19A-GFP yeast,MEP2 TOR yeast
CC1(C)Cc2c(C#N)c(SCCC#N)nc(N3CCOCC3)c2CO1,96,92,15,95,0,93,101,103
N#CCCN(Cc1cccnc1)C(=S)NC(=O)c1ccccc1,80,98,1,103,1,102,100,106
CSc1ccc(/C=C(\C#N)C(=O)Nc2cccc(C)c2)cc1,92,94,22,99,0,94,100,103

# (more compounds)
SMILES,Yeast superoxide,LAP4-GFP MLPCN,VLA-4 inh,AGP1 TOR yeast,GRK2 aptamer HTS,CIT2 TOR yeast,RPL19A-GFP yeast,MEP2 TOR yeast
CCCCN(CCCC)C(=O)c1cn(CC)c2cc(N3CCN(C)CC3)c(F)cc2c1=O,102,103,22,98,4,101,102,95
COC(=O)c1ccc2c(c1)NC(=O)c1ccccc1S2,103,84,13,90,0,97,95,99
CNC(=S)NCC(O)c1ccc([N+](=O)[O-])cc1 (stereo not drawn),100,101,1,105,4,96,97,88
COc1ccccc1CN1C(=O)[C@H]2Cc3c([nH]c4ccccc34)C(C)(C)N2C1=O,105,128,-2,92,0,96,100,98
COc1cc(/C(C)=N/NC(=O)CSc2nc3ccccc3[nH]2)ccc1O,104,96,-21,103,3,104,95,98
CCC(CC)NC(=O)COC(=O)CCC(=O)c1ccc(Cl)cc1,95,91,18,97,2,95,104,102
COc1ccc(NC(=O)CN(C)Cc2c(F)cccc2Cl)cc1S(=O)(=O)N1CCCCC1,87,105,-4,107,14,110,101,107
COc1ccc(NC(=O)CSc2ncnc3[nH]ncc23)cc1,93,105,-1,107,1,103,103,102
O=C(O)c1cc(N/N=C2/CC(c3ccccc3)Oc3ccccc32)ccc1Cl (stereo not drawn),104,93,-13,100,6,104,108,103
CN(C)/C=C1\Oc2ccc3ccccc3c2C1=O,85,101,0,97,2,101,94,99

# Single records (already shown):
# CNC(=S)NCC(O)c1ccc([N+](=O)[O-])cc1 (stereo not drawn) in the list: Yeast superoxide = 100; LAP4-GFP MLPCN = 101; VLA-4 inh = 1; AGP1 TOR yeast = 105; GRK2 aptamer HTS = 4; CIT2 TOR yeast = 96; RPL19A-GFP yeast = 97; MEP2 TOR yeast = 88
# COc1ccccc1CN1C(=O)[C@H]2Cc3c([nH]c4ccccc34)C(C)(C)N2C1=O in the list: Yeast superoxide = 105; LAP4-GFP MLPCN = 128; VLA-4 inh = -2; AGP1 TOR yeast = 92; GRK2 aptamer HTS = 0; CIT2 TOR yeast = 96; RPL19A-GFP yeast = 100; MEP2 TOR yeast = 98
# Cc1ccc(NC(=O)C2CCN(C(=O)N3CCOc4ccccc43)CC2)cc1 in the list: Yeast superoxide = 102; LAP4-GFP MLPCN = 125; VLA-4 inh = -3; AGP1 TOR yeast = 108; GRK2 aptamer HTS = 2; CIT2 TOR yeast = 114; RPL19A-GFP yeast = 103; MEP2 TOR yeast = 97

# (continued)
SMILES,Yeast superoxide,LAP4-GFP MLPCN,VLA-4 inh,AGP1 TOR yeast,GRK2 aptamer HTS,CIT2 TOR yeast,RPL19A-GFP yeast,MEP2 TOR yeast
COc1cc(CN2CCN(c3cccc(C)c3C)CC2)cc(OC)c1O,113,97,-4,97,0,93,97,100
O=C(NN=C1C2CC3CC(C2)CC1C3)c1ccccc1O,103,103,19,102,0,100,98,103
COC(=O)c1cc2c(ccn2-c2ccc(F)cc2)n1CC(=O)C(C)(C)C,83,94,19,104,1,78,102,109
Cc1ccc(OCC(=O)Nc2ccc(N3CCN(C(=O)c4ccc(C)cc4)CC3)cc2)cc1,119,98,7,96,2,100,95,102
